High-throughput results: PubChem, National Center for Advancing Translational Sciences (NCATS)
A549 viability: kills or reduces viability of A549 cells in Nrf2 counter-screen | A549 ARE-Fluc cells, CellTiter-Fluor viability, 18-24 h | Potency, µM (top dose mostly 46 µM), for the others: at the highest dose activity change, negative = cytotoxicity, hits mostly inhibitors | 390,000 tested, 0.16% active | AID 504648; note: potency is the fitted concentration of half-maximal effect; % is set by controls: 0 for no effect and ±100 for the full control effect
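A549 ARE_Fluc cells in 5% FBS OPTI-MEM were exposed to compounds in concentration-response for 18-24 h at 37 deg C. Viability was read by CellTiter-Fluor fluorescence (Ex 405/Em 525) after 30 min, before the luciferase read.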
IL-1B inflam inh: inflammasome signaling inhibition, IL-1 beta readout. THP-1 LPS/ATP IL-1B secretion, AlphaLISA, 16 h; hits give low values. activity change, % at 57.5 µM. 360,000 tested, 4.7% active. AID 743279; in the data active = activity change below about -50%; inconclusive = mostly about -30% to -49%; note: % is set by controls: 0 for no effect and ±100 for the full control effect
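THP-1 cells pretreated 1 hr with compounds (up to 57.5 uM final), then stimulated with LPS (250 ng/mL final) plus ATP (1.25 mM final); secreted IL-1B measured by AlphaLISA after 16 hr, decreased signal indicating inhibition.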
MCF10A rereplic: induces DNA re-replication in MCF 10a normal breast cells; 350,000 tested, 2.9% active; Potency, µM (titrated, usually from 46.1 µM), inactives show top-dose activity, positive = re-replication, actives largely listed as activators; MCF 10A DNA re-replication, Hoechst nuclear intensity, 48 h; AID 624296; note: potency is the fitted concentration of half-maximal effect; % of control where 0% means no effect; nearly all actives have a fitted effect of over 50% in size
HepG2 viability: counter-screen for TGF-b inhibitors: cytotoxicity in HepG2 cells; HepG2 CAGA-GFP viability, ATP luminescence, 18 h; Potency, µM (doses to about 46.1 µM), for inactives: top-dose activity change, negative = cytotoxicity, usual class: cytotoxic; 410,000 tested, 0.76% active; AID 588856; note: potency is the fitted concentration of half-maximal effect; some results filed as inactive show a strong effect at the top dose
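CellTiter-Glo luminescence gave cytotoxicity after 18 hours at 37 degrees C. The cells were HepG2 CAGA-GFP in 1% FBS DMEM, stimulated with 500 pg/mL TGF-beta after compound addition. %Activity was normalised to no-cell wells (complete cell-killing) and DMSO (no toxicity), and curves were fitted and classified.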
S2 tox: reduces viability in counter-screen for ATXN expression inhibitors; S2 cells (HEK-293 line with an ATXN2-luciferase reporter) viability, CellTiter-Fluor protease fluorescence, 24 h; Potency, µM (doses to about 56.7 µM), actives largely listed as cytotoxic; 400,000 tested, 0.49% active; AID 651635; note: potency is the fitted concentration of half-maximal effect; nearly all actives have a fitted effect of over 40% in size
Nrf2 ARE act: activates Nrf2 signaling; 410,000 tested, 0.31% active; Potency, µM (doses to about 46.1 µM), without a hit: top-dose activation, hits mostly activators; AREc32 ARE-luciferase reporter (MCF7-derived line), luminescence, 24 h; note: potency is the fitted concentration of half-maximal effect; % of control where 0% means no effect; nearly all actives have a fitted effect of over 65% in size
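ARE-driven firefly luciferase activity in AREc32 cells measured after a 24 hr compound exposure at 37 deg C, using Steady-Glo reagent and a 30 min room-temperature hold.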
ATXN2 expr inh: inhibitors of ATXN2 expression; HEK-293 ATXN2-luciferase reporter, luminescence, 24 h; Potency, µM (titrated, usually from 57 µM), without a hit: at the top dose activity change, negative = inhibition, hits mostly inhibitors; 360,000 tested, 0.72% active; AID 1745845; note: potency is the fitted concentration of half-maximal effect; % is set by controls: 0 for no effect and ±100 for the full control effect; nearly all actives have a fitted effect of over 55% in size
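qHTS (up to 57 uM final) was run with 24 h compound exposure of reporter cells at 37 °C. Each well was multiplexed: SteadyGlo luminescence measured ATXN2-luciferase expression after a fluorogenic Gly-Phe-AFC viability readout (25 uM final).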
Nrf2 inh: Nrf2 pathway inhibition; 360,000 tested, 2.1% active; A549 ARE-Fluc reporter, luciferase luminescence, 18-24 h; Potency, µM (top dose mostly 46 µM), for inactives: top-dose activity change, negative = inhibition, hits mostly inhibitors; AID 504444; note: potency is the fitted concentration of half-maximal effect; % is set by controls: 0 for no effect and ±100 for the full control effect; nearly all actives have a fitted effect of over 60% in size
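Quantitative HTS in A549 cells stably bearing an antioxidant response element-firefly luciferase construct. Inhibition of Nrf2-driven transcription was scored by luminescence after 18-24 h of compound exposure at 37 °C.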
TGFb SMAD3 inh: TGF-b pathway inhibition; HepG2 CAGA-GFP TGF-b/SMAD3 reporter, GFP fluorescence, 18 h; TGF-beta stimulated, 500 pg/mL final; Potency, µM (series often up to 46.1 µM), for inactives: at the top dose activity, negative = inhibition, most hits filed as inhibitors; 410,000 tested, 1.2% active; note: potency is the fitted concentration of half-maximal effect; % is set by controls: 0 for no effect and ±100 for the full control effect; nearly all actives have a fitted effect of over 65% in size
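First, reporter cells (HEPG2 CAGA-GFP) rested 2 h at 37 degrees C. Next, compounds were pinned in and TGF-beta added to 500 pg/mL final. After 18 h, GFP was imaged per cell and summed per well.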
Active calls of the source: *; i = inactive; ? = inconclusive; . = no result given; & = joins results of further samples; [ ] = another dose, or the depositor's remark. Unless noted, calls come from the whole dose curve; as a rule, active = well fitted curve in the direction sought with a large enough effect; inconclusive = small, poorly fitted or top-dose-only effect, or another doubt; inactive = no such curve, though single readings can be large; an effect the other way counts as inactive or inconclusive.

SMILES | A549 viability | IL-1B inflam inh | MCF10A rereplic | HepG2 viability | S2 tox | Nrf2 ARE act | ATXN2 expr inh | Nrf2 inh | TGFb SMAD3 inh
Cc1ccc(C(C)C)c(OCC(=O)Nc2cc(-c3nc4ccccc4[nH]3)ccc2C)c1 | 9.2µM* | . | . | -48% | . | -0.4% | . | 6.5µM* | .
O=C(Nn1c(C2CCCCC2)nc2ccccc2c1=O)c1cc(Cl)ccc1[N+](=O)[O-] | -6% | 0 | ? | 2% | i | 0.0% | -14%[11.3 µM] | 3% | 0%
C=CCn1c(=S)[nH]c2sc3c(c2c1=O)CCCC3 | 6% | 6 | -3% | -39% | i | 3.8% | . | ? | -14%
Cc1ccccc1Cn1nnc(C(=O)Nc2cccc(C)c2C)c1N | -1% | -2 | 15µM* | -22% | i | 0.6% | -6% | -1% | -13%
COc1ccc(S(=O)(=O)Nc2ccc(S(=O)(=O)Nc3nc(C)cc(C)n3)cc2)cc1OC | 0% | 7 | 5% | 7% | i | -0.2% | 16% | 14% | 14%
O=C(CSc1nc2c(c(=O)n1-c1ccc(Br)cc1)SCC2)NCc1ccco1 | -1% | -3 | 2% | 8% | i | 0.2% | 1% | -6% | 4%
CN(C)C(CNC(=O)c1ccc(C2SCCS2)cc1)c1ccccc1 (stereo not given) | 15% | -2 | -1% | -18% | i | 10% | 17% | ? | 1%
COc1ccc(C(O)P(=O)(OCCC(C)C)c2ccc(N(C)C)cc2)cc1 (stereo not given) | -2% | -21 | 6% | -20% | i | -2.1% | -12% | -21% | -14%
C/C=C/c1ccc(OCCCNCC(C)O)c(OC)c1 (stereo not given) | 8% | -10 | -2% | -51% | i | 3.8% | -14% | 4% | -11%
O=C(N/N=C/c1ccc(O)cc1)c1csc2ccccc12 | 3% | -5 | 7% | 21% | i | 3.9% | 16% | . | 45%[activator]
C=CCc1cccc(/C=N/NC(=O)c2ccccc2Br)c1O | -1% | 276 | ? | -27% | i | 0.0% | ? | -21% | ?
Cc1nn(-c2ccccc2)c2c1N(CCCC(=O)NCc1ccc(Cl)cc1)C(=O)CS2 | -15% | . | . | -25% | ? | 0.7% | -23% | ? | ?
CCS(=O)(=O)c1nc(S(=O)(=O)c2ccc(C)cc2)c(N2CCOCC2)s1 | -9% | -29 | -10% | -1% | i | ? | -11% | -29% | -4%
COc1cc(/C=C/C(=O)OCC(=O)N(C)Cc2ccccc2)ccc1O | -7% | -20 | 7% | -22% | i | 4.0% | 1% | 15% | 1%
N#CC1(NC(=O)CSc2nnc3n2CCCCC3)CCCCC1 | -4% | 12 | 6% | -8% | ? | 0.5% | . | 0% | 11%
CCc1ccccc1N(C)C(=O)c1cc2c(Cl)nc3ccc(C)cc3c2s1 | -1% | . | . | -2% | . | -0.2% | . | 2% | -10%
O=[N+]([O-])c1ccc(NN=CC2CCCCCC2)c([N+](=O)[O-])c1 | . | 20 | . | . | i | -0.4% | 0% | . | .
COc1ccccc1C1C2=C(CC(C)(C)CC2=O)N(CC(=O)O)C2=C1C(=O)CC(C)(C)C2 | ? | 0 | 21µM* | -10% | . | -0.1% | 12% | 0% | 1%
CC(C)CC(=O)Nc1nnc(S(=O)(=O)N2CCc3ccccc32)s1 | 11%&1% | -7 | -1% | -54%&4% | i | -0.2%&0.7% | -3%&12% | -6%&3% | 4%&-16%
C=CCNC(=O)Cc1c(OC)ccc2cc(Br)ccc12 | 2% | -3 | -1% | -8% | i | -0.5% | -20% | ? | 4%
Brc1ccccc1-c1nc2c3ccccc3ncn2n1 | 0% | 0 | -3% | -16% | i | 8.8% | 68%[activator] | ? | -6%
O=C(NNC(=O)C1CCC1)c1ccccc1F | -10% | 5 | 0% | -20% | i | -0.3% | -1% | -1% | 0%
CCOC(=O)c1cnc(-n2nc(C)cc2C)nc1NC1CCCCC1 | ? | -100* | 21µM* | -34% | i | 0.7% | -11% | ? | ?
CCOC(=O)c1sc2nc(CSCC(=O)OCc3ccc(C(=O)OC)o3)[nH]c(=O)c2c1C | 1% | 19 | -5% | 0% | i | 0.4% | -2% | 7% | -4%
Cc1ccc(/C=N/NC(=O)c2cccs2)s1 | 10% | -4 | -1% | 21% | i | 0.3% | . | 26% | -13%

The list continues.
SMILES | A549 viability | IL-1B inflam inh | MCF10A rereplic | HepG2 viability | S2 tox | Nrf2 ARE act | ATXN2 expr inh | Nrf2 inh | TGFb SMAD3 inh
O=C(Nc1cccc2c1[nH]c(=O)c1ccccc12)C(F)(F)F | . | ? | . | -24% | i | 11% | . | . | -15%
CN(C)C(CNC(=O)CCNC(=O)c1ccccc1Cl)c1ccco1 (stereo not given) | 6% | -1 | 2% | -11% | ? | 0.5% | . | 12% | ?
COc1ccccc1NC(=O)c1sc(NC(=O)c2ccco2)c(C#N)c1C | -2% | -7 | 16µM* | -11% | i | 4.5% | -5% | ? | 7%
Cc1cc(NC(=O)Cn2nc(C(F)(F)F)c3c2CCC3)no1 | 9% | -6 | 4% | -7% | i | -0.2% | 1% | . | ?
O=C(CCCNC(=O)c1ccc(Cl)cc1)NCc1ccc(F)cc1 | 0% | 2 | 4% | 4% | i | 0.3% | 0% | -10% | 30%[activator]
Cc1ccc(NC(=O)CC[C@H]2O[C@@H](n3cnc4c(NC(=O)c5ccccc5)ncnc43)[C@H](O)[C@@H]2O)cc1C | . | 3 | . | 1% | i | -0.9% | -1% | . | -26%
O=C(/C=C\Nc1cccc(F)c1)c1cccs1 | -6% | 3 | -4% | -11% | ? | 4µM* | 134%[activator] | ? | 22%
CN(C1CCCCC1)S(=O)(=O)c1ccc(NC(=O)C2CCCCC2C(=O)O)cc1 (stereo not given) | -2% | 0 | ? | 7% | i | -1.0% | -12% | . | 0%
O=C(CNc1cccc(S(=O)(=O)N2CCCCC2)c1)Nc1ccccc1F | -16% | 31 | ? | -22% | i | 0.5% | -18% | -8% | -22%
COc1ccc(C(=O)N/C(=C/c2ccco2)C(=O)NCc2ccco2)cc1 | 0% | -3 | -2% | -32% | i | -0.2% | -7% | -2% | -18%
COc1ccc(NC(=S)N2CCCC2)cc1OC | 3% | -11 | -1%[9.22 µM] | -4% | i | 0.6% | -1% | 10% | ?
Cc1ccc(Cc2ccc(C(=O)NNC(N)=S)o2)cc1 | 1% | 24 | 8% | 15% | i | 0.5% | 18%[11.3 µM] | -17% | 23%
CC(=O)c1ccc(OCc2ncc(C(F)(F)F)cc2Cl)cc1 | 1% | -14 | 0% | 22% | i | 3.1% | 35% | ? | 6%
NS(=O)(=O)c1ccc(NC(=S)NCc2ccco2)cc1 | 0% | 0 | 12% | -12% | i | 0.5% | -14% | 2% | -4%
Cc1onc(-c2ccccc2Cl)c1C(=O)Nc1ccc(-n2nncc2-c2ccco2)cc1 | -6% | -9 | -4% | 6% | i | 1.5% | 0% | ? | -3%
COc1ccccc1-c1ccc(Nc2cccc(C(C)=O)c2)nn1 | -8% | ? | 16% | -10% | i | 3.0% | 33% | -21% | 29%
COc1cc(C(=O)Nc2ccc(OCc3cc(=O)n4ccc(C)cc4n3)cc2)cc(OC)c1OC | 6% | . | . | -3% | . | 6.4% | . | . | -2%
CC(=O)c1ccc(NC(=O)CSc2nc(=O)n(CCN3CCOCC3)c3c2CCC3)cc1 | 1% | 18 | -5% | -8% | i | 2.8% | 7% | -1% | 11%
O=C(Nc1ccccc1OCc1cc(=O)n2ccccc2n1)Nc1ccccc1C(F)(F)F | 15% | . | . | -28% | . | 2.1% | . | . | -25%
COc1ccc(C(=O)N/C(=C\c2cn(C)c3ccccc23)C(=O)NCCCn2ccnc2)cc1 | 0% | 0 | 2% | -10% | ? | 2.4% | 8% | ? | 0%
CN1C(C(=O)NCC2CC2)CC2Cn3c(nc4cc5ccccc5cc43)C21 (stereo not given) | 5% | 17 | -6% | -16% | i | 1.0% | 12% | 13% | 11%
O=C(COc1cccc2ccccc12)Nc1ccc(Cl)cc1C(=O)O | -4% | 56 | 13% | -17% | i | 3.2% | 57%[activator] | ? | 11µM*
CCn1c(C)c(C)c2cc(C(=O)NCc3ccc(N(C)C)cc3)ccc21 | 3% | . | . | -26% | . | 0.4% | . | -20% | 0%
COCCCNC(=O)c1cc(-c2ccc(OC)cc2)nc2n[nH]c(-c3ccc(Cl)cc3)c12 | 0% | . | . | -16% | i | 4.9% | 4% | -17% | -19%
N#CCOc1ccccc1/C=C/c1nc2ccccc2c(=O)[nH]1 | 8% | -4 | 25% | -2% | i | 30% | 43%[activator] | 0% | -29%

The closing 2 entries of the part above are carried over, then new ones follow:
SMILES | A549 viability | IL-1B inflam inh | MCF10A rereplic | HepG2 viability | S2 tox | Nrf2 ARE act | ATXN2 expr inh | Nrf2 inh | TGFb SMAD3 inh
COCCCNC(=O)c1cc(-c2ccc(OC)cc2)nc2n[nH]c(-c3ccc(Cl)cc3)c12 | 0% | . | . | -16% | i | 4.9% | 4% | -17% | -19%
N#CCOc1ccccc1/C=C/c1nc2ccccc2c(=O)[nH]1 | 8% | -4 | 25% | -2% | i | 30% | 43%[activator] | 0% | -29%
COc1ccccc1CN1CC(C(=O)N(C)Cc2[nH]c3ccccc3c2C)CCC1=O (stereo not given) | 12% | 9 | 5% | -7% | i | 4.3% | 13% | 12% | ?
CN1C(=O)CC(N2CCN(c3ncccn3)CC2)C1=O (stereo not given) | 0% | -9 | 1% | 8% | i | 0.3% | 5% | 5% | -10%
COc1cc(OC)cc(-c2nc(N)n[nH]2)c1 | 15% | 2 | -2% | -1% | i | 0.1% | 8% | . | -12%
Cc1ccc(-n2nc(C)c3c(C(=O)NCc4ccc(F)cc4)cc(C)nc32)cc1 | 6% | . | . | -4% | i | -0.5% | 14% | ? | 0%
CCC(OC(=O)c1cccs1)C(=O)NC1CCCCC1 (stereo not given) | 0% | 15 | -1% | -4% | i | -0.3% | -6% | -16% | -10%
CC1CCN(CC(=O)N2CCc3ccccc32)CC1 | 7% | 35 | -6% | -14% | i | 0.2% | . | 19% | 6%
